thrombin 1536 = blocks human thrombin protease activity. P00734. alpha-thrombin, Boc-VPR-AMC fluorogenic substrate cleavage. inhibition, % at 5 µM. 220,000 tested, 0.26% active. AID 1046;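 active = inhibition at or above 40%; inactive = inhibition below 40%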;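 note: 0% = enzyme with no compound and 100% = wells without enzyme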
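signal = AMC fluorescence, 355/460 nm | material = human alpha-thrombin enzyme | control set = enzyme without compound as high, wells lacking enzyme as low | times = reaction at room temperature | read-out basis = percent inhibition scaled between no-compound controls and no-enzyme blanks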
NCF1 inh = blocks human p47phox regulatory protein of NADPH oxidases | P14598 | 220,000 tested, 0.53% active | AID 1274 | inhibition, % at 24.7 µM | p47phox/p22phox peptide binding, fluorescence polarization, 2 h;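 note: 0% = p47phox with labelled peptide and 100% = labelled peptide alone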
KLK5 inh = inhibitors of human kallikrein 5; recombinant hK5, fluorogenic AMC substrate cleavage; inhibition, % at 5 µM; 210,000 tested, 0.59% active; AID 873;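 active = inhibition of 40% or more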;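 note: 0% = enzyme controls without compound and 100% = no-enzyme blanks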
Target sequence (Q9Y337 67-293 limits assumed): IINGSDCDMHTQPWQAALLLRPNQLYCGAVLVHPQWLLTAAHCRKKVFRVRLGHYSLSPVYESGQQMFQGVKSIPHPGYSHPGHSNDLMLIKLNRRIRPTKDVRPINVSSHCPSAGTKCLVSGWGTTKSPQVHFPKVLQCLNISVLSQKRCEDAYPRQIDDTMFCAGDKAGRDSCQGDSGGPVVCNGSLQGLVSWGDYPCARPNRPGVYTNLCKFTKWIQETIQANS
Furin inh = inhibitors of human furin; inhibition, % at 30 µM; P09958; purified furin, fluorogenic substrate cleavage; 220,000 tested, 0.061% active; in the data active = inhibition above about 25%; note: inactives centre near -15
Cl transport mod = modulators of human KCC2 chloride dependent transport. Q9H2X9. KCC2 cells, thallium flux FluoZin-2 fluorescence. B-score of Tl+ flux slope (higher = more flux/activation; lower = inhibition) at 10 µM. 190,000 tested, 2.2% active;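 active = thallium flux slope and its plate-corrected score both differing from the plate sample mean at a set confidence after two filtering rounds, in either direction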;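 note: slope of fluorescence scaled to starting intensity during 10 to 20 s after thallium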
14-3-3 Bad PPI = disrupts binding of bovine 14-3-3 zeta to phospho-Bad peptide | P63103 | TR-FRET 14-3-3zeta/Dy647-pBad peptide displacement, 1 h | inhibition, % at 21.7 µM | 220,000 tested, 0.71% active | AID 781;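 active = inhibition above about 70%, limit read from the data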;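 note: 0% = full 14-3-3 plus peptide FRET controls and 100% = background without 14-3-3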
Target sequence (P63103 whole entry, looked up): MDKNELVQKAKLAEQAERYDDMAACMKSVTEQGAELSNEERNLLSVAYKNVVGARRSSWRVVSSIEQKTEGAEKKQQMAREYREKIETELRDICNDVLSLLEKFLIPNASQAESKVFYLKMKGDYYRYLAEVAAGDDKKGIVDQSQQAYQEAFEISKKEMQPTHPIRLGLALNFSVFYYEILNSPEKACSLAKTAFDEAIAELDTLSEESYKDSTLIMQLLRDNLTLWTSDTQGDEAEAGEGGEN
EBV gp42 block = inhibitors of Epstein-Barr virus glycoprotein 42; AID 1085; 220,000 tested, 0.42% active; Fluorescence polarization binding assay, mP read-out; inhibition, % (tested at 21.74 µM); Q1HVG2; in the data active = inhibition above about 50%
Target sequence (Q1HVG2 whole entry, looked up): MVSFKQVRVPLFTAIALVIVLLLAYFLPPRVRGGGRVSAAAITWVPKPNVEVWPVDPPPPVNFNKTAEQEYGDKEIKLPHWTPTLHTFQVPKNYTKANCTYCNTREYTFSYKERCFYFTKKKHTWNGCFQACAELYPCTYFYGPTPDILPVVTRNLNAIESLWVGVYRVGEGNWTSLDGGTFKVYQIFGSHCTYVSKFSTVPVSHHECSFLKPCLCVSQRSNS
Rad51 HR inh = blocks human Rad51 in homologous recombination; Q06609; hRad51 DNA strand exchange, fluorescence dequenching; inhibition, % at 10 µM; 200,000 tested, 0.085% active; AID 1385;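 active = inhibition above 40% at the single screening dose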;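 note: 0% = DMSO control wells and 100% = blanks with heterologous ssDNA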
Target sequence (Q06609 whole entry, looked up): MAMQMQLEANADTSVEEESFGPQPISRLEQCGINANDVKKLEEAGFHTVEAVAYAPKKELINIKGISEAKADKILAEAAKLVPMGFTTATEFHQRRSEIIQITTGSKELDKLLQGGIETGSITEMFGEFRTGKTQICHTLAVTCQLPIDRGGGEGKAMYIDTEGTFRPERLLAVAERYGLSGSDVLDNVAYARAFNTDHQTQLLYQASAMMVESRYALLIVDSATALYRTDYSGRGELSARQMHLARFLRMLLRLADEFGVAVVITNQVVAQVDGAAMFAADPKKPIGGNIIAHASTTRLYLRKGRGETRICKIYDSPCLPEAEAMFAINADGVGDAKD
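System: hRad51 filaments on single-stranded DNA; reagent: Fluorescein- and BHQ1-tagged 47-mer duplex; compound dosing: one concentration, 10 µM final; timing: filaments 15 min 37 °C, then compound 30 min; measured by: fluorescein emission 520 nm, excitation 485 nm; benchmarks: per-plate controls and blanks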
eIF4E 4G PPI = blocks eIF4E binding to eIF4G; P63073+Q04637; TR-FRET eIF4E-eIF4GI(517-606) binding, 2 h; inhibition, % at 21.7 µM; 220,000 tested, 0.37% active;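 note: 0% = full FRET control wells and 100% = background wells lacking eIF4GI fragment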
The depositor's hits bear a star; . = not tested or not shown; [ ] = dose if it differs, or a comment.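 Rule for the calls, unless noted: active = inhibition above about 30% (limit read from the data); inactive = the rest.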

mol,thrombin 1536,NCF1 inh,KLK5 inh,Furin inh,Cl transport mod,14-3-3 Bad PPI,EBV gp42 block,Rad51 HR inh,eIF4E 4G PPI
Nc1ccc(C(=O)O)cc1[N+](=O)[O-],0,-5,3,-15,0.0065,4,8,7,1
C/C(=N\NC(=O)CCCCCNC(=O)c1ccccc1)c1ccccc1O,0,2,-9,-29,-0.75,-8[fluorescence artefact?],-18,-31,8
CCOc1ccc(CC(=O)N2CCN=C2SC)cc1,-6,-8,-1,-28,0.023,-9,-2,2,-5
Cc1cc(-c2cccc([N+](=O)[O-])c2)nc2ccc3ccccc3c12,0,-14,4,-20[20 µM],0.33,28,-3,.,-2
CC(=O)c1cc(CC=C(C)C)c(O)cc1O,4,-26,-18,-15[20 µM],0.52,-7,-16,-1,-5
Cc1cc(C)cc(N=Cc2c(O)c3ccccc3oc2=O)c1,-5,6,2,-43,0.55,16,-11,-5,2
Cc1ccc(CN(c2ccc(C(=O)NCc3ccccn3)cc2)S(C)(=O)=O)cc1,-2,-6,-11,-10[20 µM],-0.019,-10,11,0,-2
CCN(CC)CCn1c(=N)n(CC(O)c2ccco2)c2ccccc21 (stereo unspecified),0,-1,-9,-13,.,4,-11,0,0[fluorescence artefact?]

Overlap with the part before: four compounds, followed by the next part.
mol,thrombin 1536,NCF1 inh,KLK5 inh,Furin inh,Cl transport mod,14-3-3 Bad PPI,EBV gp42 block,Rad51 HR inh,eIF4E 4G PPI
CC(=O)c1cc(CC=C(C)C)c(O)cc1O,4,-26,-18,-15[20 µM],0.52,-7,-16,-1,-5
Cc1cc(C)cc(N=Cc2c(O)c3ccccc3oc2=O)c1,-5,6,2,-43,0.55,16,-11,-5,2
Cc1ccc(CN(c2ccc(C(=O)NCc3ccccn3)cc2)S(C)(=O)=O)cc1,-2,-6,-11,-10[20 µM],-0.019,-10,11,0,-2
CCN(CC)CCn1c(=N)n(CC(O)c2ccco2)c2ccccc21 (stereo unspecified),0,-1,-9,-13,.,4,-11,0,0[fluorescence artefact?]
CCOc1ccccc1C1C(C(=O)OC)=C(N)OC2=C1C(=O)CCC2 (stereo unspecified),-11,-9,-28,-8,1,-25[fluorescence artefact?],-5,2,-4
CC(=O)COc1ccc2c(-c3ccccc3)cc(=O)oc2c1,2,-11,-2,-13,-0.091,-17,-9,.,-4[fluorescence artefact?]
CC(C)C12CN3CC(C(C)C)(CN(C1)C3(C)C)C2=O,-1,0,-3,-14,0.31,-10,3,6,-3
O=C(CP(=O)(c1ccccc1)c1ccccc1)N/N=C/c1cc(Br)cc(Br)c1O,-4,-4,-1,-18,-0.85,-2,0,4,4[fluorescence artefact?]
Cc1cccc(C)c1NC(=O)NC1CC2CCC(C1)N2Cc1cccs1 (stereo unspecified),-3,-12,-21,-18[20 µM],.,-4,-19,6,-4
CCC(CC)NC(=O)COC(=O)c1ccc(OCc2ccc(C(C)=O)cc2OC)c(OC)c1,-10,-12,-14,-12,-0.17,-27[fluorescence artefact?],-19,-5,3
O=C(C[n+]1cccc(CNC(=O)c2ccc(OC(F)F)cc2)c1)Nc1ccccc1Cl,-5,-1,-10,-25,0.013,1,1,7,1
CCOC(=O)c1ccc(NC(=O)c2ccc(NC(=O)c3ccccc3)cc2)cc1,-2,-13,-4,-3[20 µM],-1.3,18[fluorescence artefact?],-24,-2,-43[fluorescence artefact?]

mol,thrombin 1536,NCF1 inh,KLK5 inh,Furin inh,Cl transport mod,14-3-3 Bad PPI,EBV gp42 block,Rad51 HR inh,eIF4E 4G PPI
O=C(CCCC(=O)OCC(=O)c1cccs1)Nc1ccc(F)cc1,-5,-9,24,-13,-0.89,-5,-5,-7,1
CCc1c(C)nc(SCC(=O)N2C(C)CCCC2C)[nH]c1=O (stereo unspecified),-11,-4,0,-8,-0.29,-3,3,-2,-2
O=C(O)CCC(=O)N1CCC(n2nnc3cc(C(F)(F)F)ccc32)CC1,4,-6,1,-19,-0.76,1,-9,14,-3
CC(C)CCN1CC(C(=O)NCc2ccc(F)cc2)CC1=O (stereo unspecified),-4,-8,-13,-28,0.64,1,-9,6,5[fluorescence artefact?]
O=C(C1=C[C@@H](C2CC2)C[C@@H](OCc2ccc(CO)cc2)O1)N1CCN(Cc2ccccc2)CC1,1,.,3,-16,-2.2,3,-7,-4,0
CCCN1C(=O)/C(=C/c2ccc(C)o2)SC1=Nc1ccc(OCC)cc1,-7,-46,-10,-15[20 µM],0.092,-23,-12,2,-15
CC(=O)Nc1ccc(S(=O)(=O)N2CCSC2c2ccc(Cl)cc2)cc1 (stereo unspecified),5,-22,-2,-20,.,-4[fluorescence artefact?],9,0,-2[fluorescence artefact?]
O=C(Cc1ccccc1)NC(=S)Nc1ccc(N2CCCCC2)cc1,-2,-24,-8,-9,1.6,6,-16,9,14[fluorescence artefact?]

mol,thrombin 1536,NCF1 inh,KLK5 inh,Furin inh,Cl transport mod,14-3-3 Bad PPI,EBV gp42 block,Rad51 HR inh,eIF4E 4G PPI
CCCNC(=O)C(CC)NS(=O)(=O)c1ccc(OC)cc1 (stereo unspecified),-4,-4,-8,-21,.,1,6,.,6[fluorescence artefact?]
O=C1NN(c2ccccc2)C(=O)/C1=C\c1cccn1-c1ccc(Cl)c([N+](=O)[O-])c1,-1,1,4,-5[20 µM],.,-2,-1,0,2
Cc1cc(=O)[nH]c(S/C=C/c2ccccc2)n1,-1,-1,-23,-23[20 µM],0.37,-7,-10,3,13[fluorescence artefact?]
Cc1ccc(C2C(C#N)=C(N)OC3=C2C(=O)CC(C)(C)C3)s1 (stereo unspecified),-6,-8,-2,-14,-0.074,-3,-24,.,-9
CC(=O)N1CCN(c2nc(N)c(C#N)c(CC#N)c2C#N)CC1,0,-11,1,3,1.4,-1,-9,-4,2
Cc1cc(NCc2ccco2)n2ncnc2n1,-2,-2,-21,-20,0.78,-12[fluorescence artefact?],3,0,3
O=C(COC(=O)Cc1c(Cl)cccc1Cl)NCC1CCCO1 (stereo unspecified),-1,4,7,-10,-0.16,-4,-8,-1,0
CCc1cc(C(=O)N2CCOCC2)c(NC2=NS(=O)(=O)c3ccccc32)s1,-4,-11,-10,-23,0.47,10[fluorescence artefact?],1,-7,3

mol,thrombin 1536,NCF1 inh,KLK5 inh,Furin inh,Cl transport mod,14-3-3 Bad PPI,EBV gp42 block,Rad51 HR inh,eIF4E 4G PPI
COc1ccccc1CN1CCNC(=O)C1CC(=O)O (stereo unspecified),1,-2,4,-23,0.54,-9,-24,-1,0
CCCC1=C(C(=O)OCC)C(/C=C/c2ccccc2)n2ncnc2N1 (stereo unspecified),5,-4,19,-27[20 µM],.,2,-11,-6,-6
O=C(CCn1ccc([N+](=O)[O-])n1)Nc1nccs1,-1,-1,2,-17,0.75,-22,-1,11,0
COc1ccc(N2CCN(C(=O)c3ccc(NS(=O)(=O)c4ccccc4)cc3)CC2)cc1,-5,-3,13,-14[20 µM],0.42,11,-3,-4,-3
CCOC(=O)C1=C(CSc2nc(C)cc(C)c2C#N)OC(N)=C(C#N)C1c1ccccc1 (stereo unspecified),-5,-70,-11,-5[20 µM],-0.33,-5[fluorescence artefact?],-23,-11,8
N#Cc1c(N(CCO)CCO)nc(N)c2c(N)nc3c(c12)CC(=O)N3CC1CCCO1 (stereo unspecified),-4,-8,-4,-5,-0.49,-5,-3,1,-5
COc1cc(OC)cc(C(=O)NCc2n[nH]c(=S)n2-c2ccccc2)c1,-5,-4,-20,-2,-0.12,-3,3,9,-2
CC(=O)NCCC(=O)Nc1cc(F)ccc1C,-8,0,-16,-3[20 µM],0.75,-7[fluorescence artefact?],-7,-2,-8

mol,thrombin 1536,NCF1 inh,KLK5 inh,Furin inh,Cl transport mod,14-3-3 Bad PPI,EBV gp42 block,Rad51 HR inh,eIF4E 4G PPI
CC(=O)OC1COC(N2CCc3ccccc32)C(OC(C)=O)C1OC(C)=O (stereo unspecified),2,2,-5,-12,0.31,-24,-12,.,3
COc1ccc(-c2cn3c(n2)CCC3)cc1,3,-10,1,-30,0.49,15[fluorescence artefact?],0,-3,7[fluorescence artefact?]
COC(=O)c1cccc(N2CCCC2=O)c1,16,1,45*,-6,-0.47,-3,-9,-3,-13
CCOC(=O)N1CCN(C(=O)CN(Cc2ccccc2)S(C)(=O)=O)CC1,-1,-1,26,-6[20 µM],0.44,-12,-19,-4,0
CN(CCC#N)C(=O)COC(=O)c1ccccc1OCc1ccccc1Cl,-6,0,-9,-5,-0.83,5,-6,-6,1
CCOC(=O)c1noc(C)c1C(=O)Nc1nc(C)cc(C)n1,-10,-6,-9,-19,0.61,-7,-7,-4,-2
O=c1c(Cc2c(F)cccc2Cl)c(O)ccn1C1CC1,19,-3,-6,-16,1,-16,-3,15,0
Cc1nnc(SCC(=O)c2ccc(S(=O)(=O)N3CCOCC3)cc2)n1-c1ccccc1,-4,-10,0,-26,0.4,-13,-5,2,5

mol,thrombin 1536,NCF1 inh,KLK5 inh,Furin inh,Cl transport mod,14-3-3 Bad PPI,EBV gp42 block,Rad51 HR inh,eIF4E 4G PPI
COc1ccc(-c2nnn(CC(=O)N(CC(=O)NCCC(C)C)c3ccccc3)n2)cc1OC,1,-31,-12,-16,-1.8,-14,3,6,5
O=C(O)C1CC(=O)N(C2CCCCCC2)C1 (stereo unspecified),3,-2,-4,-19,0.11,2,-9,12,-10
Cc1ccc(C(=O)Nc2nc(C)c(C(=O)Nc3ccc4c(c3)CCC4)s2)cc1,2,-22,-10,-24,-1.1,-2,-13,11,5
COc1cccc(NC(=O)COc2ccc(S(=O)(=O)NC(C)C)cc2)c1,31,14,51*,-12[20 µM],0.24,9,1,-5,-4
COC(=O)C1C(c2ccccc2)C=CC(c2ccccc2)C1C(=O)O (stereo unspecified),-13,-14,-2,-12,-0.42,14,-6,.,5
Cc1ccccc1NC(=O)CCC(=O)N/N=C/c1cc([N+](=O)[O-])ccc1O,-2,0,-40,-18,-2.2,-7,-9,16,2
COc1cc(/C=N/N2CCN(C3c4ccccc4-c4ccccc43)CC2)cc(OC)c1O,-11,4,-11,-14,0.084,1,-7,-1,-2
Cc1nnc(C)c2c(C)n(C(c3ccccc3)c3ccccc3)c(C)c12,0,-17,4,-2[20 µM],-0.85,-5,-22,1,-3

mol,thrombin 1536,NCF1 inh,KLK5 inh,Furin inh,Cl transport mod,14-3-3 Bad PPI,EBV gp42 block,Rad51 HR inh,eIF4E 4G PPI
Cc1ccc(NC(=O)C2CCCO2)cc1[N+](=O)[O-] (stereo unspecified),-7,-4,-5,-20,-0.23,-1[fluorescence artefact?],-9,-6,3
COc1ccc(C(=O)N2CC3(CC(c4cccc(NC(=O)COc5ccc(Cl)cc5)c4)=NO3)C[C@@H]2C(N)=O)cc1 (stereo partly specified),-3,-14,-3,-18,0.44,-3,-15,9,-4
COc1cccc2cc(C(=O)Nc3cccnc3N3CCOCC3)c(=O)oc12,1,3,5,-10[20 µM],-0.065,7,-9,12,6
O=C(c1ccc2ccccc2c1)N1CCN(c2ccc(C(F)(F)F)cn2)CC1,2,-6,-11,-16[20 µM],-0.033,-4,-25,5,7
COc1ccc(OCC(=O)Nc2ccc(N3CCCCC3)cc2)cc1,3,2,-5,-21,0.51,-11,7,15,2
COc1ccc(NC(=O)CN(C)CC(=O)Nc2ccccc2SC)cc1,-7,4,-4,-15,0.07,24[fluorescence artefact?],-8,-7,1[fluorescence artefact?]
O=C(O)c1cc2cc(Cl)cc(Cl)c2oc1=O,2,-5,-1,-10,0.21,83*,-12,6,7
NC(=O)CNC(=O)c1ccc(Cl)cc1,-7,-12,-3,-18,.,-3,-7,2,-3
Cc1sc(NC(=O)/C=C/c2ccco2)c(C(=O)OC(C)C)c1C,-2,-30,-11,-21,-0.51,2,-29,6,5
O=C(NNC1CC(=O)N(c2ccc(Cl)cc2)C1=O)c1ccco1 (stereo unspecified),-8,-1,-3,-23,-1.1,-12,1,-1,-1
CCC(C)N1CC(C(=O)O)CC1=O (stereo unspecified),-1,47*,7,-12[20 µM],0.083,.,-11,2,.
